Screening results deposited in PubChem by several laboratories.
IMP-1 inh = blocks Pseudomonas aeruginosa IMP-1 metallo-beta-lactamase. hit rate 0.45% among 290,000. AID 1556. purified IMP-1, nitrocefin hydrolysis, epi-absorbance fluorescence. inhibition, % at 5.6 µM;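 active = inhibition above the mean plus 3 SD of all compounds in the same screening run, cut at about 4.5% in these data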;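 note: 0% = IMP-1 with DMSO and 100% = DMSO wells lacking enzyme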
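System: purified IMP-1 / Input: IMP-1 dispensed at 0.2 nM / Medium: 50 mM HEPES pH 7.1, 50 µM ZnSO4, 0.05% Brij 35 / Timing: 15 min enzyme–compound preincubation, then 25 min nitrocefin reaction, 25 °C / Technique: plate fluorescence quenching by hydrolysis product, ex 480/em 530 nm / Repeats: singlicate testing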
DNA FID counter = fluorescent intercalator displacement, NS3 helicase counter-screen; DNA fluorescent intercalator displacement, fluorescence; inhibition, % at 7.9 µM; hit rate 0.17% among 290,000; AID 1845; in the data active = inhibition above about 37%;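 note: 0% = vehicle and 100% = reference compound; higher means more ethidium bromide displaced from hairpin DNA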
M18AAP inhibitor = blocks P. falciparum M18 aspartyl aminopeptidase. hit rate 1.2% among 290,000. inhibition, % at 7.35 µM. AID 1822. recombinant PfM18AAP, H-Glu-NHMec fluorogenic cleavage;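 active = inhibition above the campaign mean inhibition over all tested compounds plus 3 SD, cut at about 28% in these data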;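 note: 0% = plate median of test compound wells and 100% = 2 mM ZnCl2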
NALP1 yeast inh = NALP1 inhibition; hit rate 0.61% among 280,000; S. cerevisiae NALP1/ASC/caspase-1 growth, X-gal OD620, 72 h; inhibition, % at 10 µM; AID 2071; in the data active = inhibition mostly above about 24%, no sharp cut-off; inactive = mostly below about 32%; note: some compounds called inactive have numbers as strong as hits
VIM-2 inhibitor = inhibitors of Pseudomonas aeruginosa VIM-2 metallo-beta-lactamase | purified VIM-2, nitrocefin hydrolysis, epi-absorbance fluorescence | inhibition, % at 5.6 µM | hit rate 0.89% among 290,000 | AID 1527;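 active = inhibition above the mean of all tested compounds plus 3 SD, cutoff set per screening run, cut at about 7.5% in these data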;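 note: red hydrolysis product quenches plate fluorescence so inhibitors raise well fluorescence; 0% = enzyme with DMSO and 100% = DMSO without enzyme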
UBC9 SUMO inh = inhibitors of human SUMOylation (UBC9); HTRF SUMOylation assay, SAE1/SAE2 + UBC9, in vitro; P63279; hit rate 0.36% among 290,000; inhibition, % at 35 µM; in the data active = inhibition above about 50%, passing the limit was not always enough; note: strong numbers were not always called active
Target sequence (P63279 whole entry, looked up): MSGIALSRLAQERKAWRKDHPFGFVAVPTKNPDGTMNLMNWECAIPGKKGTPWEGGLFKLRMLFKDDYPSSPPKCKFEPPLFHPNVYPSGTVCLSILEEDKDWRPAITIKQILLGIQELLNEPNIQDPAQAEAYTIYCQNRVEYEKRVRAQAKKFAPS
HCV NS3 hel inh = HCV NS3 helicase inhibition; inhibition, % at 10.9 µM; hit rate 0.56% among 290,000; NS3 helicase DNA unwinding, Cy5 molecular beacon fluorescence; AID 1800;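 active = inhibition above the mean of all tested compounds plus 3 SD, set per campaign, cut at about 35% in these data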;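 note: 0% = DMSO wells and 100% = thioflavine S control wells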
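System: HCV NS3 helicase fragment; control set: DMSO and thioflavine S; technique: Cy5 fluorescence at 0 and 60 min, beacon hairpin quenching; reagent: beacon DNA duplex substrate plus ATP; replicates: singlicate; schedule: 1 h reaction at 25 °C, ATP-initiated; medium: MOPS buffer pH 6.5 with MgCl2, DTT, Tween20, BSA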
MEKK2 WT-MEK5 = raises or lowers MEK5 binding to wildtype human MEKK2 PB1 domain; Q9Y2U5; hit rate 1.1% among 290,000; bead flow cytometry, Alexa488-MEK5 binding to MEKK2 WT; actives lie on both sides; binding response (% of control), % at 10 µM; in the data active = binding response below about 67% or above about 130%
MEKK2mut PB1 HTS = signal of MEK5 binding to mutant human MEKK2 PB1 domain | bead flow cytometry, Alexa488-MEK5 binding to MEKK2 mutant | percent response, % at 10 µM | hit rate 0.35% among 290,000 | AID 1530; in the data active = percent response above about 24%, passing the limit was not always enough; note: inactives centre near 1; some results filed as inactive read as strong as hits
Active calls of the source: *; x = no result given.

Order of values – IMP-1 inh	DNA FID counter	M18AAP inhibitor	NALP1 yeast inh	VIM-2 inhibitor	UBC9 SUMO inh	HCV NS3 hel inh	MEKK2 WT-MEK5	MEKK2mut PB1 HTS
CN(C(=O)c1coc(=O)c2ccccc12)c1ccc(F)cc1
 : -2.5	2	3	-17	0.4	15	-1	x	x
COc1ccc(C(=O)Nc2ccc3c(c2)OCCO3)cc1Br
 : -2.1	-12	2	9	-0.7	9	-1	101	1
Cc1ccc(-n2nc3c(c2NC(=O)c2ccco2)CS(=O)(=O)C3)cc1C
 : -0.9	-15	-2	9	0.2	7	15	101	6
CS(=O)(=O)N1CCC(CO)(Cc2ccccc2C(F)(F)F)CC1
 : -1.4	-4	-10	2	-0.2	-9	-16	92	-5
Cc1ccc(NC(=O)CCN2C(=O)C3C4CCC(C4)C3C2=O)cc1Cl (stereo not drawn)
 : -5.0	-10	2	3	-1.2	-10	10	100	4
COc1ccccc1Oc1ccc(Oc2ccccc2OC)cc1
 : -2.9	-4	0	4	-1.9	-13	-8	98	-3
O=C(C1CCC1)N1CCN(Cc2ccccc2)CC1
 : -1.6	0	1	15	-2.5	8	-13	106	4
NC(=O)COC(=O)c1ccccc1Oc1ccccc1
 : -3.4	28	4	10	-2.0	-4	6	86	-9
Cc1cc(C)c(Cn2c(=O)n(CCCC(=O)NCc3ccco3)c(=O)c3ccccc32)c(C)c1
 : -1.6	0	-5	x	-0.7	x	-9	98	10
Nc1nonc1-n1nnc(C(=O)N/N=C/c2cccs2)c1-c1ccc2c(c1)OCO2
 : -0.9	-12	0	8	-3.5	-2	8	103	3
Cn1c(O)c(N=Nc2nc(-c3ccccc3)cs2)c2ccccc21
 : -3.6	-3	-1	26	-2.9	14	-7	95	-2
Cc1ccc(-n2cc(CN3CCN(C(=O)c4ncn[nH]4)CC3)c(-c3ccc(F)cc3)n2)cc1
 : -0.2	-12	-1	-28	-0.4	-9	-1	87	-7
COc1ccc(/C=C2\CCCC3C2=NN(C(=O)CSc2ncn[nH]2)C3c2ccc(OC)cc2)cc1 (stereo not drawn)
 : -3.4	-40	6	25	-4.2	-17	1	91	-1
COc1ccc(NC(=O)C2CCC(=O)N2S(=O)(=O)c2ccc(C)cc2)c(OC)c1 (stereo not drawn)
 : -1.8	-14	1	x	-1.7	2	1	99	-6
COc1ccc(CNC(=O)COC(=O)CCc2nc3ccccc3c(=O)[nH]2)cc1
 : -3.4	-2	-1	-4	-2.9	9	8	102	1
Nc1cc(C(=O)N2CCCC2)cc(C(=O)N2CCCC2)c1
 : -5.7	-4	-3	2	-1.6	-10	-19	95	-1
Cc1c(NC(=O)c2ccc(-c3ccc([N+](=O)[O-])cc3Cl)o2)c(=O)n(-c2ccccc2)n1C
 : -3.0	-5	4	-6	-3.6	10	2	91	-10
O=C(NCc1cccc(F)c1)C1CCC(=O)N(CC2CCCCC2)C1 (stereo not drawn)
 : -0.8	-35	-1	2	-1.5	-2	3	102	-3
O=C(CSc1nnc2n1CCCN2C(=S)Nc1ccc(Cl)cc1)c1ccccc1
 : -2.4	1	-11	4	-2.2	-9	-2	97	-1
CNC(=O)NC(=S)NC(=O)c1cccc(Cl)c1
 : -1.4	0	-9	16	-1.2	13	15	97	-5
Cc1cccc(NC(=O)CCNC(=O)c2ccc(Br)cc2)c1C
 : -3.1	-15	1	8	-1.2	4	4	102	3
COc1cc2c(C(=O)N3CCN(C4CCCCC4)CC3)cn(CC(C)C)c(=O)c2cc1OC
 : -3.8	-12	3	5	-2.3	12	14	96	2
O=C(CNC(=O)c1ccco1)NCC(=O)OC(C(=O)c1ccccc1)c1ccc(Cl)cc1 (stereo not drawn)
 : -1.9	-17	-7	-8	-2.9	12	3	92	-12
Cc1n[nH]c(C)c1CCCCOc1ccccc1[N+](=O)[O-]
 : -3.7	-1	4	-22	1.4	4	-11	104	12
Cc1cc(C)nc(SCCC(=O)N(C)C)n1
 : 0.2	-4	39*	10	0.8	10	-3	102	2
COc1ccc(/C=C2/SC(=S)N(NS(=O)(=O)c3ccc(C)cc3)C2=O)cc1
 : -1.9	-24	2	-30	-4.5	6	14	99	-4
Nc1nsnc1C(=O)NCCO
 : -6.6	0	-16	20	-2.8	-6	2	90	-7
COc1ccc(C(=O)Cn2c(Br)nc3c2c(=O)n(C)c(=O)n3C)cc1OC
 : -5.5	-4	8	3	-0.2	2	5	102	0
O=C(O)C1C2C=CC(C2)C1C(=O)Nc1cccc(F)c1 (stereo not drawn)
 : -2.7	3	1	0	-0.7	3	-9	100	0
O=C(NCc1ccccc1)C(c1ccc(O)cc1)N(C(=O)Cn1nnc(-c2cccs2)n1)c1ccc2c(c1)OCCO2 (stereo not drawn)
 : -2.6	2	-2	0	-3.0	-20	-8	99	-3

Record cards, from the list above:
COc1ccc(C(=O)Cn2c(Br)nc3c2c(=O)n(C)c(=O)n3C)cc1OC is entered as IMP-1 inh = -5.5; DNA FID counter = -4; M18AAP inhibitor = 8; NALP1 yeast inh = 3; VIM-2 inhibitor = -0.2; UBC9 SUMO inh = 2; HCV NS3 hel inh = 5; MEKK2 WT-MEK5 = 102; MEKK2mut PB1 HTS = 0
COc1ccccc1Oc1ccc(Oc2ccccc2OC)cc1 is entered as IMP-1 inh = -2.9; DNA FID counter = -4; M18AAP inhibitor = 0; NALP1 yeast inh = 4; VIM-2 inhibitor = -1.9; UBC9 SUMO inh = -13; HCV NS3 hel inh = -8; MEKK2 WT-MEK5 = 98; MEKK2mut PB1 HTS = -3

Next structures.
Order of values – IMP-1 inh	DNA FID counter	M18AAP inhibitor	NALP1 yeast inh	VIM-2 inhibitor	UBC9 SUMO inh	HCV NS3 hel inh	MEKK2 WT-MEK5	MEKK2mut PB1 HTS
CCOC(=O)/C=C(\C)Sc1cc(=O)oc2ccccc12
 : -3.3	-13	-6	9	1.6	11	-2	105	3
O=C(COC(=O)C1CCN(S(=O)(=O)c2ccccc2C(F)(F)F)CC1)NCc1ccc(F)cc1
 : -1.6	-17	1	26	-0.6	-9	-18	96	-3
COc1ccc(N2CCN(C(=O)c3cc(-c4ccc(F)cc4)[nH]c3C)CC2)cc1
 : -5.1	-39	5	-7	-1.9	-4	-8	97	4
O=C(NC(=S)Nc1ccccc1Br)c1ccc2c(c1)OCO2
 : -1.4	-8	3	17	-2.0	3	-1	111	8
Nc1ccccc1-c1nc2ccccc2[nH]1
 : -1.9	-2	7	45	-3.3	3	2	95	0
Cc1ccc(Cl)cc1N1CCN(C(=O)C2CCN(S(=O)(=O)c3c(C)nn(C)c3C)CC2)CC1
 : -5.2	-46	0	-10	-3.3	5	-11	x	x
CCOc1cc(C(=S)N2CCOCC2)ccc1OS(=O)(=O)c1ccccc1
 : -3.7	3	5	24	-2.0	29	2	99	2
CCNC(=S)NCCN1CCCCC1
 : -4.0	0	-5	-8	-1.1	0	-4	112	10
O=C(Nc1ccn(-c2ccccc2)n1)c1ccc(S(=O)(=O)N2CCCCCC2)cc1
 : -4.4	-21	2	1	-3.1	4	-1	93	-10
O=C(NCCCNC(=O)c1cc(Cl)ccc1Cl)c1cnccn1
 : 1.0	0	-12	17	2.2	1	0	93	-8
Cc1cc2nccc(-c3ccc(Cl)c([N+](=O)[O-])c3)n2n1
 : -2.8	-4	2	2	-0.8	4	-1	98	-1
CCc1ccc(N/C(N)=N/c2nc(CSc3ccccn3)cc(=O)[nH]2)cc1
 : -4.4	-10	2	-2	-2.4	-7	1	93	-3
CCc1nc2ccccc2c(C(=O)OCC(=O)Nc2cccc(S(=O)(=O)NC3=NCCCCC3)c2)c1C
 : -2.6	-41	4	-4	-2.3	-9	-25	103	3
CCN(CC)CC(O)Cn1c(-c2ccccc2Cl)nc2ccccc21 (stereo not drawn)
 : -1.9	-1	-9	9	0.0	17	-1	106	1
Cc1ccc(S(=O)(=O)N2CCCCC2C(=O)Nc2nncs2)cc1 (stereo not drawn)
 : -3.1	-16	-13	17	-1.3	29	-3	100	5
COc1ccc(NC(=O)OC(C)C)cc1
 : -1.4	-2	-12	13	-2.0	-4	-5	103	7
Cc1nc(-c2ccccc2)sc1C(=O)Nc1ccc(S(N)(=O)=O)cc1
 : -0.1	-11	-10	20	0.5	15	-15	107	1
Cc1ccc(S(=O)(=O)N[C@H](C(=O)N2CCC(C(=O)N[C@@H](CCC(N)=O)C(=O)O)CC2)C(C)C)cc1
 : -4.5	-9	1	-7	-2.2	-1	-3	107	6
Cc1cc(N/C=C/C(=O)c2cccc3ccccc23)no1
 : -2.4	-9	-4	-4	-2.0	-5	3	97	1
COc1ccc(S(=O)(=O)N2CCN(C(=O)NCc3ccccc3)CC2)cc1
 : -2.5	-12	-7	10	-1.5	21	2	97	-3
COCC(=O)Nc1cc([N+](=O)[O-])ccc1C
 : -1.9	4	3	-18	-5.7	-6	3	101	0
COc1c(N2CCN[C@H](C)C2)c(F)cc2c(=O)c(C(=O)O)cn(C3CC3)c12
 : -1.1	9	-13	9	0.1	23	-5	104	3
CN(CC(=O)NCc1ccc(F)cc1)Cc1cccc(Cl)c1
 : -2.3	-10	0	13	-1.7	-25	-5	101	-1
O=[N+]([O-])c1ccc(O)c(C=Nc2ccc3c(c2)OCCO3)c1
 : -3.4	3	12	21	-3.5	31	-9	99	1
Cc1ccc(OCC(=O)Nc2cccc(S(=O)(=O)N3CCCCCC3)c2)c([N+](=O)[O-])n1
 : -0.8	-4	2	-9	-1.0	15	-4	93	-6
CCOC(=O)/C(C#N)=C/c1ccc(OC(=O)c2ccccn2)cc1
 : -3.0	2	0	30	-1.5	-4	8	106	16
C=CCNC(=O)c1sc(SC)cc1-c1ccc(Cl)cc1
 : -0.4	-18	-13	30	0.4	7	-12	106	6
C=C(C)C(=O)OC1(C(F)(F)F)Oc2cc(C)ccc2NC1=O (stereo not drawn)
 : -2.6	-14	-3	10	-2.7	14	-8	91	-4
CCOc1ccc(C(=O)N2CCSC2=S)cc1
 : -1.2	-3	-3	22	-1.1	8	-2	96	1
Cn1cc([N+](=O)[O-])c(C(=O)Nc2ccc3c(c2)OCCO3)n1
 : -2.5	-1	-12	-1	-1.0	-26	2	101	1
CCOc1ccc(CNc2ccc3c(c2)ncn3C)cc1
 : -3.4	1	27	4	3.1	12	-7	x	x
O=C1[C@@H]2Cc3c([nH]c4ccccc34)CN2C(=O)CN1CCCCCO
 : -0.5	-22	7	12	-1.9	12	14	104	6
Cc1nn(C)c(C)c1NC(=O)CSc1nc(-c2ccccc2Cl)nc2c1cnn2-c1ccccc1
 : -3.0	-8	4	40	-2.8	20	-9	127	11
CC(=O)N1CCN(c2ccc(S(=O)(=O)N3CCCCC3)cn2)CC1
 : -2.5	-3	0	11	-3.2	21	6	99	-8
O=C(NNS(=O)(=O)c1ccc(C(F)(F)F)cc1)c1cnn(-c2ccccc2)c1C(F)(F)F
 : -2.5	-21	2	-7	-2.0	1	-9	100	6
Cc1ccc(C(=O)n2nnc3ccccc32)cc1
 : -2.4	2	-1	x	-0.5	x	-2	103	5
COc1cc(/C=C/C(=O)NNc2c(F)c(F)cc(F)c2F)ccc1OC(F)F
 : -2.1	-5	14	8	-3.2	-10	-3	97	1
O=C(Nc1cccnc1Cl)c1ccc(Cl)cc1
 : -3.8	-3	4	7	-2.3	10	1	103	4
CCC(=O)N1CCc2cc(S(=O)(=O)N3CCc4ccccc43)ccc21
 : -2.9	-3	5	46	-5.6	-13	6	x	x
